Screening results as filed in PubChem.
HepG2 viability = qHTS for Inhibitors of TGF-b: Cytotox Counterscreen. Potency, µM (titrated, usually from 46.1 µM), without a hit: at the top dose activity change, negative = cytotoxicity, actives largely listed as cytotoxic. 410,000 tested, 0.76% active. HepG2 CAGA-GFP viability, ATP luminescence, 18 h; note: potency is the fitted concentration of half-maximal effect; some results filed as inactive show a strong effect at the top dose
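HepG2 CAGA-GFP cells (1000/well, DMEM with 1% FBS) received compound, then TGF-beta at 500 pg/mL final, and were incubated 18 hours at 37 degrees C. Viability was read by CellTiter-Glo luminescence. Media-only wells were set as complete cell-killing and DMSO as no toxicity.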
CCT modulator = High-Throughput Screening for Modulators of Cytosolic Chaperonin Activity | purified chaperonin ATPase assay, HTRF ADP detection, 30 min | activity change, % (no concentration beside the values), hits read low | 360,000 tested, 0.3% active; in the data active = activity change below about -30%; note: % is set by controls: 0 for no effect and ±100 for the full control effect
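First, chaperonin was dispensed at 40 nM or 20 nM final depending on batch activity. Next, compounds were pinned at 76 uM and ATP added at 10 uM. After 30 min at 37 °C, ADP detection reagents ran 30 min at ambient temperature.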
Abeta rescue = qHTS for compounds that reverse cellular toxicity of Amyloid beta (A-beta) peptide in yeast: Primary Screen | Potency, µM (titrated, usually from 46.1 µM), inactives show at the highest dose growth rescue, hits mostly activators | 410,000 tested, 0.063% active | yeast expressing A-beta42, growth rescue, OD600, 48 h; response scale: 0% DMSO, 100% iron-clioquinol control | AID 1347071, 2019; note: potency is the fitted concentration of half-maximal effect; nearly all actives have a fitted effect of over 55% in size
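Yeast growth medium received pinned compounds, then yeast cells expressing toxic A-beta were added; plates incubated at 30 C for 48 hr. Growth read as absorbance at 600 nm, normalized to DMSO and equimolar FeCl3 plus clioquinol controls.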
TGFb inhibitor = qHTS for Inhibitors of TGF-b; HepG2 CAGA-GFP TGF-b/SMAD3 reporter, GFP fluorescence, 18 h; TGF-beta stimulated, 500 pg/mL final; Potency, µM (doses to about 46.1 µM), for the others: top-dose activity, negative = inhibition, actives largely listed as inhibitors; 410,000 tested, 1.2% active; AID 588855, 2011; note: potency is the fitted concentration of half-maximal effect; % is set by controls: 0 for no effect and ±100 for the full control effect; nearly all actives have a fitted effect of over 65% in size
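Per well, imaged GFP fluorescence of HEPG2 CAGA-GFP cells gives the signal; cells get compound, then TGF-beta (500 pg/mL final), 18 h at 37 degrees C; %Activity versus -TGF-beta and +DMSO controls.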
A549 tox = Nrf2 qHTS screen for inhibitors: counterscreen for cytotoxicity | A549 ARE-Fluc cells, CellTiter-Fluor viability, 18-24 h | Potency, µM (doses to about 46 µM), without a hit: top-dose activity change, negative = cytotoxicity, most hits filed as inhibitors | 390,000 tested, 0.16% active | AID 504648, 2011; note: potency is the fitted concentration of half-maximal effect; % is set by controls: 0 for no effect and ±100 for the full control effect
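Cytotoxicity counterscreen: CellTiter-Fluor fluorescence was measured in A549 ARE_Fluc cells after 18-24 h of compound exposure in a concentration series. The subsequent BugLite luminescent read reports ARE-luciferase activity.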
MmCpn inh = Inhibitors of TCP-1 ring complex (TRiC) of Methanococcus maripaludis (MmCpn): qHTS | Chaperonin Mm-Cpn (Methanococcus maripaludis) | purified Mm-Cpn ATPase, ADP Transcreener TR-FRET | Potency, µM (highest dose often 76.9 µM), for the others: at the top dose activity, negative = inhibition, most hits filed as inhibitors | 330,000 tested, 0.031% active | AID 504842, 2011; note: potency is the fitted concentration of half-maximal effect; % is set by controls: 0 for no effect and ±100 for the full control effect; nearly all actives have a fitted effect of over 80% in size
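ATPase read-out: TR-FRET ADP immunoassay (anti-ADP Eu cryptate vs ADP-d2), ex 320 nm, em 590/665 nm; signal drops as ADP forms. Enzyme 25 nM, ATP 10 uM, 30 min at 37°C after 10 min compound preincubation.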
Nrf2 inh = Nrf2 qHTS screen for inhibitors; A549 ARE-Fluc reporter, luciferase luminescence, 18-24 h; Potency, µM (top dose mostly 46 µM), for inactives: top-dose activity change, negative = inhibition, actives largely listed as inhibitors; 360,000 tested, 2.1% active; AID 504444, 2011; note: potency is the fitted concentration of half-maximal effect; % is set by controls: 0 for no effect and ±100 for the full control effect; nearly all actives have a fitted effect of over 60% in size
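Reporter: ARE-Fluc in A549. Exposure: 18-24 h, 37 °C, 5% CO2, 5% FBS OPTI-MEM. Readouts: fluorescent cytotoxicity (CellTiter-Fluor), then luminescent Nrf2 signal after BugLite.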
Nrf2 activator = qHTS of Nrf2 Activators. 410,000 tested, 0.31% active. AID 624171, 2012. AREc32 ARE-luciferase reporter (MCF7-derived line), luminescence, 24 h. Potency, µM (highest dose often 46.1 µM), for inactives: top-dose activation, hits mostly activators; note: potency is the fitted concentration of half-maximal effect; % of control where 0% means no effect; nearly all actives have a fitted effect of over 65% in size
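AREc32_Fluc, 1000 cells/well, OPTI-MEM + 5% FBS, o/n 37 deg C 5% CO2; 23 nL cpd by pin tool, 24 hr; Steady-Glo 30 min RT, luminescence.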
Akt phos inh = HTS Assay for Inhibitors of Akt Phophorylation: Primary Screen; Neuro2A IGF-stimulated pAkt S473 HTRF, 20 min; active compounds read low; activity change, % for hits at 50 µM; 360,000 tested, 0.32% active; in the data active = activity change below about -80%; inconclusive = mostly about -51% to -80%; note: % is set by controls: 0 for no effect and ±100 for the full control effect
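Neuro2A cells (4,500/well, DMEM with 0.5% FBS) were treated with compound at a single 50 µM final concentration, stimulated with 6 nM IGF for 20 min at 37 °C, and lysed. Phospho-Akt Ser473 was read by HTRF as 665/615 ratio ×10^4.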
* = called active by the depositor; i = inactive; u = inconclusive; x = not tested or not shown. Unless noted, calls come from the whole dose curve; as a rule, active = well fitted curve in the direction sought with a large enough effect; inconclusive = small, poorly fitted or top-dose-only effect, or another doubt; inactive = no such curve, though single readings can be large; an effect the other way counts as inactive or inconclusive. Compounds were not picked by outcome; overall some 4.3% were active at least once.

Results follow in this order: Nrf2 inh	HepG2 viability	CCT modulator	Akt phos inh	Abeta rescue	MmCpn inh	A549 tox	TGFb inhibitor	Nrf2 activator
- O=C(Cc1c(F)cccc1Cl)Nc1ccccc1C(=O)N1CCCCC1
→ 5%	0%	-3.0	i	9%	0%	1%	10%	0.1%
- C=CCn1c(COc2ccccc2F)nnc1SCC(=O)N1CC(=O)Nc2ccccc21
→ 1%	0%	-1.1	i	-2%	-1%	3%	-1%	-0.2%
- Cc1ccc(S(=O)(=O)C(C#N)c2nc3ccccc3nc2N2CCCC2)cc1 (stereo unspecified)
→ -18%	-21%	-2.8	i	-12%	0%	-6%	u	0.5%
- COc1cc(/C=N/NC(=O)c2ccncc2)ccc1OC(=O)c1cc(OC)c(OC)c(OC)c1
→ -10%	5%	1.1	i	5%	-1%	-2%	1%	3.6%
- O=C(Nc1ccnn1C1CCN(C/C=C/c2ccc(F)cc2)CC1)C1CCCC1
→ -10%	-4%	-0.3	i	7%	-5%	7%	-5%	0.2%
- CCOCCCN(C(=O)Nc1ccc(Cl)cc1)C1CCN(C(C)=O)CC1
→ x	-19%	x	x	-6%	x	0%	-26%	0.5%
- O=C(NCc1ccccn1)C(=O)NCC1OCCN1S(=O)(=O)c1ccc(Cl)cc1 (stereo unspecified)
→ 8%	1%	-3.5	i	0%	-10%	1%	-3%	-0.2%
- COc1ccc(C(C)=O)cc1CSc1nc(C)cc(C)n1
→ 0%	-6%	2.3	i	0%	1%	1%	-2%	2.3%
- COc1ccc(-c2nn(-c3ccccc3)cc2C(=O)N2CCOCC2)cc1
→ 10%	2%	0.6	i	5%	-3%	-5%	-1%	-0.1%
- CCOC(=O)Cc1csc(NC(=O)c2ccc3ncsc3c2)n1
→ 2%	-4%	-2.8	i	29%	1%	4%	-10%	-0.4%
- CCc1ccc(NC(=O)CN2C(=O)C(c3ccc(Cl)cc3)=NC23CCCCC3)cc1
→ u	-14%	x	x	13%	x	-12%	x	-1.1%
- COc1cccc(CNCCO)c1OCc1ccccc1
→ -14%	-5%	1.6	i	-13%	0%	2%	-8%	0.8%
- CCCCc1cc(=O)oc2c(CN3CCN(C)CC3)c(O)ccc12
→ 16%	-9%	-1.1	i	-3%	-19%	-2%	0%	-0.2%
- CN1CCC23c4ccccc4NC1C21CCN(C)C3Nc2ccccc21
→ 6%	-5%	-3.5	i	-8%	x	2%	-3%	0.0%
- CN(CCCN1CCCCC1)C(=O)c1cc(COc2ccc(F)cc2F)on1
→ 6%	-8%	0.5	i	-11%	1%	8%	-1%	0.0%
- O=C(Oc1cccc(NC(=O)c2ccco2)c1)c1cccc(S(=O)(=O)N2CCCCC2)c1
→ 8%	1%	-0.9	-116%*	17%	-2%	-1%	3%	3.3%
- CSc1ncccc1C(=O)OCC(=O)Nc1cc(C(F)(F)F)ccc1N1CCOCC1
→ -9%	-1%	-2.1	i	14%	-10%	-8%	-23%	0.1%
- CC(C)OC(=O)c1cc2c(ccn2C)n1CC(=O)N(Cc1ccccc1)c1ccc(F)cc1
→ u	-21%	-0.9	i	-7%	-5%	-15%	u	0.6%
- O=[N+]([O-])c1ccc(/C=N/Nc2ncccc2[N+](=O)[O-])s1
→ u	5µM*	2.5	i	-21%	x	-14%	-17%	u
- Cc1ccccc1NC(=O)CN1CCC(NC(=O)Nc2ccccc2)CC1
→ 8%	0%	-4.4	i	7%	0%	-9%	3%	-0.2%

4 records picked at random from those above:
Results follow in this order: Nrf2 inh	HepG2 viability	CCT modulator	Akt phos inh	Abeta rescue	MmCpn inh	A549 tox	TGFb inhibitor	Nrf2 activator
- O=[N+]([O-])c1ccc(/C=N/Nc2ncccc2[N+](=O)[O-])s1
→ u	5µM*	2.5	i	-21%	x	-14%	-17%	u
- CCc1ccc(NC(=O)CN2C(=O)C(c3ccc(Cl)cc3)=NC23CCCCC3)cc1
→ u	-14%	x	x	13%	x	-12%	x	-1.1%
- Cc1ccccc1NC(=O)CN1CCC(NC(=O)Nc2ccccc2)CC1
→ 8%	0%	-4.4	i	7%	0%	-9%	3%	-0.2%
- O=C(Oc1cccc(NC(=O)c2ccco2)c1)c1cccc(S(=O)(=O)N2CCCCC2)c1
→ 8%	1%	-0.9	-116%*	17%	-2%	-1%	3%	3.3%

New compounds follow:
Results follow in this order: Nrf2 inh	HepG2 viability	CCT modulator	Akt phos inh	Abeta rescue	MmCpn inh	A549 tox	TGFb inhibitor	Nrf2 activator
- N#Cc1ccsc1NC(=O)CN(Cc1ccccc1)Cc1ccccc1
→ 2%	-7%	-0.3	i	1%	-1%	11%	u	9.7%
- Cc1ccc(N2CCN(S(=O)(=O)N(C)C)CC2)c(C)c1
→ 3%	-8%	1.4	i	2%	0%	15%	-4%	2.2%
- COc1cccc(-c2noc(C3CCCN(C(=O)c4ccccc4OC)C3)n2)c1 (stereo unspecified)
→ u	-57%	1.4	i	-13%	-16%	-6%	u	13%
- CC1CCN(C(=O)c2[nH]cnc2C(=O)Nc2ccccc2)CC1
→ 16%	0%	0.0	i	12%	-2%	-1%	-8%	15%
- O=C1COc2ccc(C(=O)COC(=O)C3CCN(S(=O)(=O)c4cccs4)CC3)cc2N1
→ 0%	-2%	1.6	i	6%	-20%	2%	8%	0.4%
- Cc1noc(Cn2c(=O)c3cc4c(cc3n(CC(=O)Nc3ccccc3Br)c2=O)OCO4)n1
→ -18%	-20%	x	x	-12%	x	8%	7%	-1.1%
- Fc1cccc(Cl)c1C1Nc2cccc3cccc(c23)N1
→ -21%	-20%	0.0	i	-31%	0%	-9%	u	u
- CCN(CC)C(=O)CSc1nnc(-c2ccccn2)n1-c1ccc(C)c(C)c1
→ 10%	5%	-2.8	i	11%	0%	-3%	u	0.3%
- O=C(Nc1cccnc1)c1ccc(COc2ccccc2Br)o1
→ 6.5µM*	-48%	0.6	i	-15%	1%	-13%	19%	0.3%
- Cc1ccc(C(=O)N/C(=C\c2cn(C)c3ccccc23)C(=O)N2CCN(C)CC2)cc1
→ -7%	1%	-2.8	i	8%	-3%	-1%	5%	0.5%
- Nc1nc(COC(=O)C2CC(=O)N(CCc3ccccc3)C2)nc(Nc2ccccc2)n1 (stereo unspecified)
→ 18%	-12%	-0.1	i	-2%	-3%	-9%	1%	-0.6%
- Clc1ccc(OCc2nn3c(-c4ccncc4)nnc3s2)cc1
→ u	-1%	-1.5	i	-3%	0%	-5%	9%	-0.3%
- COc1ccc(NC(=O)CSc2ccc(-c3ccco3)nn2)cc1
→ -2%	-64%	-2.8	i	8%	-1%	0%	-29%	13%
- O=c1[nH]c(Cc2ccccc2)nc2ccccc12
→ -10%	1%	-4.4	i	-6%	3%	7%	21%	2.2%
- Cc1cc(C)cc(NC(=S)N2CCC(NC(=O)c3ccccc3C)CC2)c1
→ -1%	-10%	1.3	i	6%	1%	0%	-9%	0.1%
- COc1ccc(NCc2ccccc2-c2nnc(-c3ccccc3)o2)cc1Cl
→ u	0%	x	x	-9%	x	6%	-4%	3.7%
- CC1=C(c2ccc(Cl)cc2)[N+](=O)C(C)(C)N1[O-]
→ 6%	-18%	-0.3	i	-8%	1%	-1%	-7%	-0.1%
- COc1ccc(NC(=O)CN(C)C(=O)CN2C(=O)c3ccc([N+](=O)[O-])cc3C2=O)cc1
→ -4%	-26%	0.4	i	0%	2%	7%	-14%	-0.1%
- NNC(=O)CNC(=O)c1ccccc1F
→ -13%	-21%	-2.7	i	1%	-3%	-7%	-15%	-0.8%
- c1ccc(-c2cc(N3CCCCC3)c3ccccc3n2)cc1
→ 0%	8%	-3.0	i	2%	1%	6%	u	19%
- COC(=O)c1ccc(CSc2nnc(-c3c[nH]c4ccccc34)n2C)o1
→ -8%	1%	-3.3	i	2%	0%	0%	-37%	2.2%
- Cc1ccc(NC(=O)CSc2nc(=O)n(Cc3ccncc3)c3c2CCC3)c(C)c1
→ u	0%	4.1	i	-11%	-2%	0%	-3%	0.0%
- CN(CC(=O)Nc1nc2ccccc2s1)S(=O)(=O)c1ccccc1
→ u	-6%	-0.8	i	11%	-4%	2%	0%	7.4%
- COc1ccc(Cl)cc1NC(=O)CSc1cn(CC(=O)N2CCCC2)c2ccccc12
→ -24%	-12%	x	x	-12%	x	-3%	-10%	0.4%

In the list so far, 2 have a cyano group.
Results follow in this order: Nrf2 inh	HepG2 viability	CCT modulator	Akt phos inh	Abeta rescue	MmCpn inh	A549 tox	TGFb inhibitor	Nrf2 activator
- Cc1ccc(S(=O)(=O)C(C#N)c2nc3ccccc3nc2N2CCCC2)cc1 (stereo unspecified)
→ -18%	-21%	-2.8	i	-12%	0%	-6%	u	0.5%
- N#Cc1ccsc1NC(=O)CN(Cc1ccccc1)Cc1ccccc1
→ 2%	-7%	-0.3	i	1%	-1%	11%	u	9.7%
